Screening data deposited in PubChem by The Scripps Research Institute Molecular Screening Center.
Pf gametocyte – kills late stage P. falciparum gametocytes. actives 0.065% (n = 150,000). P. falciparum stage V gametocytes, ATP luminescence, 24 h. inhibition, % at 10.9 µM;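 active = inhibition above the mean plus 3 SD of compounds within the control limits, set per campaign, cut at about 38% in these data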;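 note: 0% = DMSO wells and 100% = medium only without gametocytes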
An asterisk follows results filed as active.

COc1cc(C(=O)NC(C)C2CC3CCC2C3)cc(OC)c1OC (stereo unspecified) was read as Pf gametocyte -3.
For COc1ccccc1NS(=O)(=O)c1ccc2[nH]c(=O)[nH]c2c1 the results were Pf gametocyte 3.
For COC(=O)c1c(-c2ccsc2)sc2ccc(-c3cc(OC)c(OC)c(OC)c3)cc12 the results were Pf gametocyte -24.
For COc1ccc(CCNC(=O)CC(=O)N/N=C/c2ccc(C(=O)O)cc2)cc1OC the results were Pf gametocyte -23.
`C[C@H]1CCC[C@]2(O[C@@H](CCO)C[C@@H](O)[C@@H]2O)O1` gave Pf gametocyte -7.
Screening O=C(N/C=C/c1ccccc1)c1ccccc1 returned Pf gametocyte -11.
Screening Cc1ccccc1C1C(=O)c2ccccc2C1=O returned Pf gametocyte -2.
`CC(C)(C)OC(=O)NCc1ccc(CNC(=O)c2[nH]cnc2C(=O)N[C@@H](Cc2ccccc2)C(=O)OC(C)(C)C)cc1` gave Pf gametocyte -15.
Screening CCOC(=O)[C@H]1[C@H]2COc3cc(OC)ccc3[C@@H]2N2C(=O)CN(CCc3c[nH]c4ccccc34)C(=O)[C@@]12C returned Pf gametocyte 6.
For COc1ccc(CNC(=O)CCC(=O)Nc2cccnc2)cc1 the results were Pf gametocyte -11.
For CC(C)(C)c1ccc(/C=N/Nc2nncn2N)cc1 the results were Pf gametocyte 6.
For Cc1cccc(C(=O)NNS(=O)(=O)c2ccc(F)cc2)c1O the results were Pf gametocyte -30.

Continued, overlapping the part above by four compounds.
Screening CCOC(=O)[C@H]1[C@H]2COc3cc(OC)ccc3[C@@H]2N2C(=O)CN(CCc3c[nH]c4ccccc34)C(=O)[C@@]12C returned Pf gametocyte 6.
For COc1ccc(CNC(=O)CCC(=O)Nc2cccnc2)cc1 the results were Pf gametocyte -11.
For CC(C)(C)c1ccc(/C=N/Nc2nncn2N)cc1 the results were Pf gametocyte 6.
For Cc1cccc(C(=O)NNS(=O)(=O)c2ccc(F)cc2)c1O the results were Pf gametocyte -30.
Screening CN1C(=O)C2(OCCCO2)c2ccccc21 returned Pf gametocyte 8.
`NCCCC[C@H]1CN=C(N)N1CCc1cccc2ccccc12` gave Pf gametocyte -13.
COCCSc1ccccc1C(=O)N1CCc2ccccc21 was read as Pf gametocyte -15.
Screening C[C@@H]1CCC(=O)N(C[C@@H](C)CSc2ccc(Br)cc2)CC1 returned Pf gametocyte -5.
For O=C(Nc1ccccc1)c1cccc2c(Br)cccc12 the results were Pf gametocyte 7.
For Cc1cc2nc3n(c2cc1C)CC1CC(C(=O)NCCC(C)C)N(C)C31 (stereo unspecified) the results were Pf gametocyte 7.
For COC(=O)C1(CO)NC(c2ccc(C)cc2)C2C(=O)N(c3ccccc3)C(=O)C21 (stereo unspecified) the results were Pf gametocyte 7.
COc1cc(C(=O)N2c3ccccc3CCC2C)cc(OC)c1OC (stereo unspecified) was read as Pf gametocyte 0.
`Nc1ccc(-c2nnnn2-c2ccc(N)cc2)cc1` gave Pf gametocyte -13.
COc1cc(/C=N/NC(=O)c2ccccc2O)ccc1OCC(=O)Nc1ccccc1 was read as Pf gametocyte -13.
Screening COc1cc(C(=O)NC2CCN(CC(=O)Nc3cccc(C)c3C)CC2)cc(OC)c1OC returned Pf gametocyte 2.
Screening NC(=O)c1c(NC(=O)c2cccnc2)sc2c1CCCCC2 returned Pf gametocyte -7.
CCc1nnc(NS(=O)(=O)c2ccc(NC(=O)c3cccc(OC(F)(F)C(F)F)c3)cc2)s1 was read as Pf gametocyte -4.
Cc1cc(C(=O)NC2CCCCCCC2)ccc1[N+](=O)[O-] was read as Pf gametocyte -4.
For CC(C)CC(=O)N1CCN(Cc2ccc(Cl)cc2)CC1 the results were Pf gametocyte 6.
For CC(NC(=S)NC(=O)c1ccccc1)c1ccccc1 (stereo unspecified) the results were Pf gametocyte -3.
Cc1cc(C)c(OCCN2CCOCC2)c(Cl)c1 was read as Pf gametocyte 16.
`COc1ccc(NC(=O)N(C)C[C@H]2Oc3ccc(NC(=O)Cc4ccccc4)cc3CC(=O)N([C@H](C)CO)C[C@H]2C)cc1` gave Pf gametocyte -7.
For COc1ccccc1/C=C1\SC(=S)N(CCC(=O)Nc2cccc(O)c2)C1=O the results were Pf gametocyte -2.
Screening O=C(CN1CCN(Cc2ccc(F)cc2Cl)CC1)NCc1ccccc1 returned Pf gametocyte 7.
For Cc1ccc2c(c1)C(=O)C(=O)N2Cc1ccccc1 the results were Pf gametocyte 1.
Screening O=C(NC(=S)Nc1ccc(O)cc1)c1cncc(Br)c1 returned Pf gametocyte -8.
`COCc1cc(C)nc(Nc2ccccc2OC)c1C#N` gave Pf gametocyte 21.
For CCC(=O)Nc1ccc2nn(-c3ccc(F)cc3)nc2c1 the results were Pf gametocyte -17.

Compounds above containing bromine, in the order listed:
Screening C[C@@H]1CCC(=O)N(C[C@@H](C)CSc2ccc(Br)cc2)CC1 returned Pf gametocyte -5.
For O=C(Nc1ccccc1)c1cccc2c(Br)cccc12 the results were Pf gametocyte 7.
Screening O=C(NC(=S)Nc1ccc(O)cc1)c1cncc(Br)c1 returned Pf gametocyte -8.

(continued)
COc1ccc(/C=C/C(=O)NCCc2c[nH]c3ccccc23)cc1OC was read as Pf gametocyte 3.
Screening COc1cccc(CN2CCN(S(=O)(=O)c3ccccc3)CC2)c1OC returned Pf gametocyte -14.
CCOC(=O)Cc1cn(C(=O)OC(C)(C)C)c2ccccc12 was read as Pf gametocyte 1.
For CC(C)(C)OC(=O)C[C@H]1C/C=C\C[C@@H](CC(=O)N[C@H](CO)Cc2ccccc2)C(=O)NCCOC1=O the results were Pf gametocyte 2.
For CN(C(=O)c1cccc(NC(=O)C2CCN(C(=O)OC(C)(C)C)CC2)c1)C1CCCCC1 the results were Pf gametocyte 8.
For C[C@H](NC(=O)c1nc[nH]c1C(=O)NCC(=O)OCc1ccccc1)C(=O)OCc1ccccc1 the results were Pf gametocyte 4.
For O=C(c1cccs1)N1CCN(c2cc(Cl)ccc2Cl)CC1 the results were Pf gametocyte 0.
`Cc1ccccc1OCC(O)CNC1CCCC1` (stereo unspecified) gave Pf gametocyte -14.
COC(=O)c1c(NC(=O)Cc2cccs2)sc(C(=O)NC2CCCCC2)c1C was read as Pf gametocyte 16.
`Cc1cccc(OCC(=O)Nc2ccncc2)c1` gave Pf gametocyte 3.
O=C(O)c1cc([N+](=O)[O-])ccc1NCc1ccccn1 was read as Pf gametocyte -13.
For Cc1cccc(Cn2nnc3ccccc32)c1O the results were Pf gametocyte -19.
For O=S(=O)(Oc1ccc(C(=S)N2CCOCC2)cc1)c1ccc(Cl)cc1 the results were Pf gametocyte -1.
Screening CC(=O)Nc1ccc(-c2nc3ccccc3o2)cc1 returned Pf gametocyte 6.
For CC(=O)Nc1nc2cc(C(N)=O)ccc2s1 the results were Pf gametocyte -10.
For COCCNC(=O)c1ccc2nc(Cc3ccc(OC)c(OC)c3)oc2c1 the results were Pf gametocyte 10.
For COc1ccc(SC[C@H](C)CN2CC[C@H](C(C)(C)C)CCC2=O)cc1 the results were Pf gametocyte 29.
Screening COc1ccc(S(=O)(=O)N2CCN(c3ccccn3)CC2)c(OC)c1 returned Pf gametocyte -21.
CCOC(=O)[C@H]1[C@H]2COc3ccc(C)cc3[C@@H]2N2C(=O)c3cc(Cl)ccc3NC(=O)[C@@]12C was read as Pf gametocyte 7.
CCOC(=O)c1cnc2c(C(F)(F)F)cccc2c1NCCCN1CCOCC1 was read as Pf gametocyte 11.
Screening O=C(Nc1cc(Br)ccc1O)C1CC(c2ccccc2Cl)=NO1 (stereo unspecified) returned Pf gametocyte 0.
Nc1cccnc1Sc1ccccc1 was read as Pf gametocyte -2.
For C=CCC[C@H](Cc1ccc(F)cc1)C(=O)OC[C@H](Cc1c[nH]c2ccccc12)NC(=O)[C@H](CC=C)CC(=O)N[C@H](CO)Cc1ccccc1 the results were Pf gametocyte 7.
For COc1ccc(OC)c(C(c2c(O)nc(SC)[nH]c2=O)c2c(O)nc(SC)[nH]c2=O)c1 the results were Pf gametocyte 11.
For Clc1cccc(Cl)c1C1Nc2cccc3cccc(c23)N1 the results were Pf gametocyte -5.
Screening CCOC(=O)C1=C(c2ccc(O)cc2)NC(=O)NC1C (stereo unspecified) returned Pf gametocyte 13.
`COc1ccc(OC)c(Nc2cc(C)nc3ccc(C)cc23)c1` gave Pf gametocyte -13.
For Cn1ncc([N+](=O)[O-])c1C(=O)Nc1ccc(-c2ccccc2)cc1 the results were Pf gametocyte 16.
Screening CCC[C@@H]1CCCO[C@@](C(=O)NCc2ccc(S(C)(=O)=O)cc2)(C(F)(F)F)C1 returned Pf gametocyte -28.
`CC(C)CCOc1ccc(C2(C)NC(=O)NC2=O)cc1` (stereo unspecified) gave Pf gametocyte 19.
Screening COc1ccccc1C(=O)Nc1ccc(S(=O)(=O)N2CCN(C)CC2)cc1 returned Pf gametocyte -8.
Screening Cc1ccc(S(=O)(=O)N2CCN(C(=O)c3ccco3)CC2)cc1 returned Pf gametocyte 12.
COc1cccc(/C=N/n2nnnc2N)c1OCC#N was read as Pf gametocyte 7.
Screening O=C(N/N=C\c1c(O)ccc2ccccc12)c1ccc(O)cc1 returned Pf gametocyte -16.
COc1cnn(-c2cccc(C)c2)c(=O)c1Cl was read as Pf gametocyte 5.
For CCOCCn1[nH]c2ccccc2c1=O the results were Pf gametocyte -10.
Screening Oc1ccc(-c2cnc3ccccc3n2)cc1 returned Pf gametocyte -20.
Screening COc1ccc(-c2cc3ccc(OC(C)C(=O)O)cc3oc2=O)cc1 (stereo unspecified) returned Pf gametocyte 4.
For CCCC(=O)Nc1sc(-c2ccccc2)c(-c2ccccc2)c1C(=O)O the results were Pf gametocyte -1.
For COc1cccc(N2CCN(c3nc(C)cc(C)c3C#N)CC2)c1 the results were Pf gametocyte 19.
For OCCC1CN(C/C=C/c2ccco2)CCN1Cc1ccccc1 (stereo unspecified) the results were Pf gametocyte -5.
Screening COc1ccc(N2C(=O)c3cccc4c(N(C)CCO)ccc(c34)C2=O)cc1 returned Pf gametocyte 19.
Screening COc1ccc(CN2CCN(C(=O)c3ccccc3F)CC2)c(OC)c1OC returned Pf gametocyte -1.
For CNC(=O)Cn1nc(-c2ccc(C)cc2)c2ccccc2c1=O the results were Pf gametocyte -35.
Screening COc1ccc(-c2ccc(NCCN3CCOCC3)nn2)cc1OC returned Pf gametocyte 11.
`COc1ccc(NC(=O)COc2ccccc2)cc1Cl` gave Pf gametocyte -11.
For [N-]=[N+]=NC[C@H](c1ccccc1)N1CCN(Cc2ccccc2)CCC1=O the results were Pf gametocyte -3.
For CCOc1ccccc1NC(=O)C1CCN(S(C)(=O)=O)CC1 the results were Pf gametocyte 4.

Reprinted from the entries so far, 5 compounds:
COc1cc(C(=O)NC(C)C2CC3CCC2C3)cc(OC)c1OC (stereo unspecified) was read as Pf gametocyte -3.
For COc1ccccc1NS(=O)(=O)c1ccc2[nH]c(=O)[nH]c2c1 the results were Pf gametocyte 3.
For COC(=O)c1c(-c2ccsc2)sc2ccc(-c3cc(OC)c(OC)c(OC)c3)cc12 the results were Pf gametocyte -24.
For COc1ccc(CCNC(=O)CC(=O)N/N=C/c2ccc(C(=O)O)cc2)cc1OC the results were Pf gametocyte -23.
`C[C@H]1CCC[C@]2(O[C@@H](CCO)C[C@@H](O)[C@@H]2O)O1` gave Pf gametocyte -7.

Remaining list, next part.
Screening CC(=O)Nc1ccc(/C(C)=N/NC(=O)c2ccc(COc3ccccc3Cl)o2)cc1 returned Pf gametocyte -20.
Screening CS(=O)(=O)N(CC(=O)N1CCc2ccccc2C1)c1cccc(F)c1 returned Pf gametocyte -8.
Screening CCOC(=O)C1Nc2ccc(C(F)(F)F)cc2C2C=CCC12 (stereo unspecified) returned Pf gametocyte -3.
Screening CCOc1ccc(NC(=O)CCN2C(=O)c3ccccc3C2=O)cc1 returned Pf gametocyte 12.
CC(C)n1c(SCc2cc(=O)[nH]c3ccccc23)nc2c1c(=O)n(C)c(=O)n2C was read as Pf gametocyte 2.
`c1ccc(OCCN2CCOCC2)cc1` gave Pf gametocyte 5.
`Cc1cccc(N=C2C(=O)Nc3c(Cl)cccc32)c1` gave Pf gametocyte -7.
Screening COCCCNC(=S)N(CCCO)Cc1cc2cc3c(cc2[nH]c1=O)OCCO3 returned Pf gametocyte 6.
Screening CN1CCN(C(=O)CCC(=O)NCc2ccc(F)cc2)CC1 returned Pf gametocyte -19.
Screening CCCS(=O)(=O)N1CCCC(C(=O)Oc2ccccc2Cl)C1 (stereo unspecified) returned Pf gametocyte 5.

Some of the compounds tested. The share of hits here may be higher or lower than overall.
